Compound activity (PubChem BioAssay)
TrxR1 inh = rat TrxR1 inhibition; O89049; recombinant rTrxR1, NADPH fluorescence consumption, selenite substrate; Potency, µM (doses to about 114 µM), inactives show at the top dose activity change, negative = inhibition, actives largely listed as inhibitors; 1% of 390,000 active; further: on the % scale 0 is the no-effect control and ±100 the full control effect; nearly all actives have a fitted effect of over 65% in size
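Rat TrxR1 (90 nM in the dispensed reagent) was pre-reduced with 400 uM NADPH for 5 min at room temperature, then incubated with compound for 15 min. After 400 uM selenite was added, NADPH fluorescence (Ex 340/Em 450 nm) was followed for 8 min.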
GLS inh = blocks human kidney-isoform glutaminase activity | GLS enzymatic activity, qHTS titration | AID 624170 | 0.21% of 410,000 active | O94925 | Potency, µM (highest dose often 45.5 µM), inactives show at the top dose activity change, negative = inhibition, most hits filed as inhibitors; further: on the % scale 0 is the no-effect control and ±100 the full control effect
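Enzyme dispensed in phosphate buffer (45 mM, pH 8.2, 0.02% Tween-20), compounds pinned in, then 1 mM L-glutamine solution and the glutamate oxidase–HRP–Amplex Red mix added; fluorescence read immediately and again after 30 min at room temperature.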
HP1b binding inh = blocks HP1-beta chromodomain binding to methylated histone tails; AlphaScreen HP1-beta / biotin-H3K9me3 peptide binding; P83916; Potency, µM (titrated, usually from 114 µM), inactives show at the top dose activity change, negative = inhibition, usual class: inhibitors; 0.56% of 390,000 active; further: nearly all actives have a fitted effect of over 70% in size; inactives centre near 23
Target sequence (P83916 whole entry, looked up): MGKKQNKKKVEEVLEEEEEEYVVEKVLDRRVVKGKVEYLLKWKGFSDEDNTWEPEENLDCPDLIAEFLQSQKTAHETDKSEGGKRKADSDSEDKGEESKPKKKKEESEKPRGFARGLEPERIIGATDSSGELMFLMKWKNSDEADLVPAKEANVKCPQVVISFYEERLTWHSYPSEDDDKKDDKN
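HP1-beta protein (50 nM final) preincubated 30 min at room temperature with biotinylated H3(1-18)K9me3 peptide (50 nM) in PBS pH 7.4, 0.01% Tween-20, then compound added for 30 min. AlphaScreen streptavidin donor/nickel chelate acceptor beads (10 ug/mL final), 30 min dark, luminescence read.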
RGS4 inh = human RGS4 inhibition. P49798. Transcreener GDP fluorescence polarization, RGS4-accelerated GTP hydrolysis. Potency, µM (series often up to 114 µM), for inactives: at the highest dose activity change, negative = inhibition, actives largely listed as inhibitors. 0.039% of 390,000 active. AID 504845; further: on the % scale 0 is the no-effect control and ±100 the full control effect; nearly all actives have a fitted effect of over 75% in size; some results filed as inactive show a strong effect at the top dose
Target sequence (P49798 whole entry, looked up): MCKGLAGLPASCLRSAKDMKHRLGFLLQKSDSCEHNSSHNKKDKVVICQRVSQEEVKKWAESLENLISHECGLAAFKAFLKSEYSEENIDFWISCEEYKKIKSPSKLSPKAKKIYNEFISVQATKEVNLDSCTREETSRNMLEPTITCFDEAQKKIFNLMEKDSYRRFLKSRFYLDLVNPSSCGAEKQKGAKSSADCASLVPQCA
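MLSMR compounds (23 nl, pin-transferred) preincubated 10 min at room temperature with a 500nM (2x) first reagent, then RGS4 at 900nM (2x) plus Transcreener GDP mix added; fluorescence polarization (620/688 nm) read before and after 90 min at 30 °C.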
JMJD2A Tudor = inhibitors of human JMJD2A Tudor domain. O75164. AlphaScreen JMJD2A-Tudor / H3K4me3 peptide binding. Potency, µM (highest dose often 114 µM), for the others: at the highest dose activity change, negative = inhibition, most hits filed as inhibitors. 4.4% of 390,000 active. AID 504339; further: on the % scale 0 is the no-effect control and ±100 the full control effect; nearly all actives have a fitted effect of over 50% in size
ERG Ets-DNA blk = ERG Ets/DNA interaction inhibition. P11308. fluorescence polarization, His-ERG Ets domain / labelled DNA. Potency, µM (titrated, usually from 76.9 µM), for inactives: top-dose FP activity, negative = inhibition, actives largely listed as inhibitors. 0.028% of 370,000 active. AID 624246; active means well fitted inhibition curve with a large enough effect in the polarisation, with a control signal flat; inconclusive means small, poorly fitted or top-dose-only effect, or effect the other way, or a change in a side signal; inactive means no such curve, though single readings can be large or run the other way; the % refers to the polarisation;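 further: polarization taken with two DNA probes labelled with fluorescein and Texas red; % of control where 0% means no effect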
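His-tagged ERG Ets domain (1 uM in the protein solution; 300mM KCl, 50mM Tris-HCl, 1mM EDTA, 1mM DTT, pH 7.5) received compound, then a probe mix of 5 nM fluorescein-DNA and 100nM Texas-615-DNA. Fluorescence polarization was read for both dyes.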
Tb PGK inh = blocks T. brucei phosphoglycerate kinase; P07378; PGK/GAPDH coupled, Kinase-Glo luminescence, 60 min; Potency, µM (highest dose often 57.5 µM), for the others: at the top dose activity change, negative = inhibition, most hits filed as inhibitors; 0.043% of 380,000 active; AID 602233; further: on the % scale 0 is the no-effect control and ±100 the full control effect; nearly all actives have a fitted effect of over 60% in size
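Luminescent ATP detection (Kinase-Glo Plus) follows a 60-minute room-temperature incubation, with wells lacking PGK as controls. Buffer: 100 mM TEA (pH 7.6), 5 mM MgCl2, 0.01% Tween-20. Coupling enzyme GAPDH (100 nM final) supplies unstable 1,3-BPG in-well.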
Pin1 inhibitor = human Pin1 inhibition; AID 504891; 0.009% of 390,000 active; Q13526; Pin1 FP peptide displacement, HiFluor488, 10 min; Potency, µM (top dose mostly 115 µM), without a hit: at the highest dose activity, negative = inhibition, hits mostly inhibitors; active means well fitted inhibition curve with a large enough effect in the polarisation, with a control signal flat, not every such curve was filed as active; inconclusive means small, poorly fitted or top-dose-only effect, or effect the other way, or a change in a side signal; inactive means no such curve, though single readings can be large or run the other way; the % refers to the polarisation; further: on the % scale 0 is the no-effect control and ±100 the full control effect
ALOX12 inh = blocks human arachidonate 12S-lipoxygenase | purified 12hLO, xylenol orange hydroperoxide absorbance | 1.1% of 580,000 active | Potency, µM (doses to about 108 µM), without a hit: top-dose activity change, negative = inhibition, most hits filed as inhibitors | P18054; further: on the % scale 0 is the no-effect control and ±100 the full control effect
Target sequence (P18054 whole entry, looked up): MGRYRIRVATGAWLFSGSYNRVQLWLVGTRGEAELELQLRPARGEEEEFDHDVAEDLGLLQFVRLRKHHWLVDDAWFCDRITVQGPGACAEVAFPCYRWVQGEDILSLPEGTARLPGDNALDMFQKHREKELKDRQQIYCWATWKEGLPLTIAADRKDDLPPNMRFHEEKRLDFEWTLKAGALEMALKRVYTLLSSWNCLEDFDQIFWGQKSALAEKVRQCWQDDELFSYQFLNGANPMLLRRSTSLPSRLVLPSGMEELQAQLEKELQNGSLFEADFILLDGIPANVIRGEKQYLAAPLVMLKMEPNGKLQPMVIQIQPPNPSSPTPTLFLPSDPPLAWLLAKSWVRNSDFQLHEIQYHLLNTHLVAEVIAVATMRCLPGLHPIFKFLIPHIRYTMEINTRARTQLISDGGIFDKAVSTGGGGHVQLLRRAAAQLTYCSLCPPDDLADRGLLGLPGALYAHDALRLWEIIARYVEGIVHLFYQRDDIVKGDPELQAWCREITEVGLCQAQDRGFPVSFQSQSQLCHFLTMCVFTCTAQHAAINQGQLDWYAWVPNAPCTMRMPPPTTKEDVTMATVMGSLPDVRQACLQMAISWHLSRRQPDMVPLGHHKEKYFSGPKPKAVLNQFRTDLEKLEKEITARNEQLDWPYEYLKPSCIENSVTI
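Purified human 12hLO (150 nM final) in 25 mM Hepes, 0.01% Triton X-100, pH 7.0 was preincubated 15 min at room temperature with compound. Then 40 uM arachidonic acid was added, 30 min. Hydroperoxide was read by Fe-XO absorbance ratio 573/405 nm.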
Starred values were filed as active, the others as inactive; i = inactive; ? = inconclusive; · = not tested or not shown; & = joins results of further samples; [ ] = another dose, or the depositor's remark. Unless noted, the call rests on the fitted dose curve; in most records, active means well fitted curve in the direction sought with a large enough effect; inconclusive means small, poorly fitted or top-dose-only effect, or another doubt; inactive means no such curve, though single readings can be large; an effect the other way counts as inactive or inconclusive. Potency means the concentration at half of the fitted maximal effect.

SMILES	TrxR1 inh	GLS inh	HP1b binding inh	RGS4 inh	JMJD2A Tudor	ERG Ets-DNA blk	Tb PGK inh	Pin1 inhibitor	ALOX12 inh
CCn1c(C)nc2cc(C(=O)NN=C(C)c3ccc(C#N)cc3)ccc21	-1%	9%	41%[activator]	-2%	-6%	11%	2%	10%	1%
CCCCS(=O)CC(COC)OC(=O)c1ccccc1 (stereo not given)	18%	0%	124%[activator]	-38%	-8%	4%	·	6%	-4%
O=C(c1cc(-c2cccnc2)nc2ccccc12)N1CCN(S(=O)(=O)c2cccs2)CC1	1%	11%	52%[activator]	5%	-9%	9%	-8%	0%	24%
CCNNC(=O)C(O)(c1cccc(C)c1)c1cccc(C)c1	-14%	22%	20%	-20%	-2%	-2%	-9%	-1%	-16%
O=C(COc1cccc2ccccc12)NNC(=O)c1cnccn1	-5%	16%	40%[activator]	8%	-2%	-2%	7%	0%	-4%
CCN=c1scc(-c2ccc3c(c2)NC(=O)CO3)n1N=C1CCCC1	0%&14%	-1%&18%	?	-20%&-22%	?	9%&16%	7%&0%	50%&47%[activator]	?
CC1=CC(C)=Nc2ccc(C)cc2N1	-7%&6%	1%&-5%	50%&33%[activator]	-4%&-20%	-6%&-21%	2%&5%	-6%&-9%	-8%&-6%	?
CCS(=O)(=O)N1N=C(c2ccc(C)cc2)CC1c1cc2ccc(OC)cc2nc1Cl (stereo not given)	22%	-7%	34%	11%	-16%	4%	-5%	?	-29%
CC(=O)c1ccc(N(C(=O)c2ccco2)C(C(=O)NC2CCCC2)c2ccc(N3CCOCC3)cc2)cc1 (stereo not given)	17%	0%	26%	17%	-27%	12%	-8%	10%	-20%
O=C1CC(N2CCC(c3nc4ccccc4o3)CC2)C(=O)N1c1ccc(Cl)c(C(F)(F)F)c1 (stereo not given)	18µM*	1%	15%	10%	-24%	·	-7%	1%	-4%
COc1ccc(-n2nc(C(=O)NCC(=O)N3CCN(C)CC3)c3ccccc3c2=O)cc1OC	-8%	12%	22%	27%	4%	-7%	-8%	2%	-31%
O=C(Nc1cccc(-c2cn3ccccc3n2)c1)c1ccccc1	?	-14%	6%	-14%	-21%	-9%	-2%	-1%	8%
CCC1(CC)C(=O)NN(c2ccccc2)C1=O	-13%	2%	41%[activator]	-7%	1%	0%	-6%	-7%	0%
CC1CCCN(C(=O)c2ccc(NS(=O)(=O)c3cccc([N+](=O)[O-])c3)cc2)C1 (stereo not given)	3%	10%	19%	1%	-12%	10%	1%	-2%	-3%
Cc1ccc(Cn2cnc3sc4c(c3c2=O)CCC4)c(C)c1	?	2%	79%[activator]	-8%	25%	-4%	-2%	0%	0%
O=c1[nH]c2ccccc2c(=O)n1Cc1ccco1	-17%	-1%	19%	-1%	-21%	-18%	i	2%	140%[activator]
O=C(C1CC1)N1N=C(c2cccc(Br)c2)CC1(O)C(F)(F)F (stereo not given)	20%[57.1 µM]	-11%	24%	-22%	13%	4%	-11%	-5%	-2%
CCOc1ccc(NC(=O)c2sc(NC(C)=O)c(C(=O)OC)c2C)cc1	27%[57.1 µM]	-8%	23%	6%	7%	6%	0%	-1%	2%
Cc1ccc(C)c(N2CCN(C(=O)CCc3nnc4n(C)c(=O)c5ccccc5n34)CC2)c1	27%	8%	49%[activator]	1%	-3%	1%	-9%	0%	-23%
Cc1ccccc1C(=O)c1cccn1CC(=O)NC1CCCC(C)C1C (stereo not given)	6%	-2%	24%	-3%	-23%	7%	-3%	4%	12%
CC(=O)NS(=O)(=O)c1ccc(NC(=O)c2cc3c(=O)n4ccccc4nc3s2)cc1	18%	-14%	47%[activator]	-19%	-21%	7%	-14%	?	-20%
O=C(Nc1cccc(Cl)c1)c1cc(-c2ccc3c(c2)OCCO3)on1	-2%	-16%	56%[activator]	10%	-16%	-2%	-12%	11%	-19%
COc1ccc(NS(=O)(=O)c2csc(C(=O)N3CCCC3)c2)cc1	19%	24%	37%	2%	-19%	-15%	-1%	-4%	-3%
O=C(Nc1cccc(S(=O)(=O)N2CCCCCC2)c1)C1=COCCO1	4%	-1%	27%	-7%	-24%	1%	-3%	?	-14%&94%
COc1ccc(NC(=O)c2sc3nc(-c4cc5cccc(OC)c5oc4=O)[nH]c(=O)c3c2C)cc1	0%	-7%	2%	6%	-15%	0%	-1%	-7%	-11%

Following part.
SMILES	TrxR1 inh	GLS inh	HP1b binding inh	RGS4 inh	JMJD2A Tudor	ERG Ets-DNA blk	Tb PGK inh	Pin1 inhibitor	ALOX12 inh
CCCOc1ccc2c(CC)cc(=O)oc2c1C	17%	10%	49%[activator]	7%	25%	3%	2%	5%	-10%
Cc1ccccc1NS(=O)(=O)c1cccc2nonc12	-20%	5%	23%	-4%	-7%	-3%	-15%	4%	-5%
O=C1c2ccccc2C(Nc2ccc(Cl)cn2)N1c1ccccn1 (stereo not given)	12%[57.1 µM]	4%	28%	-7%	-21%	-3%	-2%	0%	10%
Cc1ccc(NC(=O)C2CCN(S(=O)(=O)c3cccc4nonc34)CC2)nc1	5%[57.1 µM]	-1%	27%	23%	-2%	10%	-2%	0%	-12%
COc1ccc(-n2c(=O)c3sc4ccccc4c3n(CC(=O)NCc3ccccc3)c2=O)cc1	11%	-2%	41%[activator]	-4%	-6%	1%	4%	-2%	-5%
Cc1ccc(S(=O)(=O)N(CC(=O)N2CCc3ccccc3C2)c2cccc(Cl)c2)cc1	-5%[57.1 µM]	3%	29%	-10%	-9%	6%	2%	14%	-8%
Cc1ccc(SCCC(=O)N2CCOCC2)cc1	16%	-3%	11%	12%	-3%	·	-5%	6%	1%[57.4 µM]
O=C(O)Cn1cnc2c(oc3ccccc32)c1=O	8%	3%	3%	8%	-11%	0%	-2%	-1%	-23%
CCCCN(CC)CCNC(=O)c1cn(CCOC)c(=O)c2c1c1ccccc1n2C	-1%&1%	-3%&-7%	28%&30%	13%&-4%	-2%&-11%	-9%&-3%	-4%	-4%&6%	0%&-15%
CN1C(=O)N(CC(=O)Nc2cccc(S(=O)(=O)N(C)c3ccccc3)c2)C(=O)C12CCCCC2	16%	4%	3%	5%	-28%	-1%	10%	6%	-24%
CC12CC(NC(=O)N1c1cccc(C(=O)N3CCN(c4ccccn4)CC3)c1)c1ccccc1O2 (stereo not given)	13%[57.1 µM]	-17%	18%	-25%	-13%	-3%	0%	-1%	-13%
CCOC(=O)N1CCC(NC(=O)c2cc(S(=O)(=O)N3CCc4ccccc43)cn2C)CC1	-2%	4%	-3%	10%	-21%	4%	-10%	3%	0%
CCn1c(SC)nnc1-c1nn(-c2ccccc2)ccc1=O	12%[57.1 µM]	-14%	?	6%	4µM*	-2%	-1%	0%	?
CN(c1ccc(C(=O)Nc2ccc(S(=O)(=O)N3CCCC3)cc2)cc1)S(C)(=O)=O	19%	-1%	19%	-4%	-6%[11.4 µM]	-5%	1%	-2%	-10%
CN(C)CCCNC(=O)C(=O)Nc1cc2c3c(c1)CCC(=O)N3CCC2	15%	-3%	43%[activator]	19%	-8%	-10%	i	-1%	1%
CSCCC(NC(=O)c1ccc(Cl)cc1)C(=O)NC(C)(C)C (stereo not given)	25%	-2%	16%	-29%	-4%	16%	-3%	-1%	-15%
CCOc1ccccc1NC(=O)c1c(NC(=O)c2cccc(C)c2)sc2c1CCCC2	11%	-1%	41%[activator]	3%	2%	-1%	i	-4%	0%
COc1ccc(S(=O)(=O)N2CCC3CC2c2cc(N4CCOCC4)ccc23)cc1 (stereo not given)	11%	5%	33%	8%	-10%	-2%	-4%	-2%	-1%
CC(C)(C)c1ccc(-c2nc(N)nc(N)n2)cc1	12%	-15%	32%	-1%	-21%	4%	-4%	-4%	91%[activator]
COc1ccc(OC)c(N2C(=O)C(Cl)=C(N3CCOCC3)C2=O)c1	-17%	0%	54%[activator]	?	-19%	13%	-5%	-5%	-25%
CC(=O)c1cccc(S(=O)(=O)Nc2cc(C(F)(F)F)ccc2N2CCOCC2)c1	-8%	24%	42%[activator]	-17%	-17%	-3%	5%	1%	5%
COc1cccc(NC(=O)c2oc3ccccc3c2NC(=O)C(C)(C)C)c1	13%	-1%	39%[activator]	-5%	6%	-7%	-5%	6%	-20%
Cc1ccc(OCc2ccc(C(=O)Nc3c(C)nn(Cc4c(F)c(F)c(F)c(F)c4F)c3C)o2)c([N+](=O)[O-])c1	6%	-11%	6%	-18%	-25%	-10%	-6%	10%	?
COCCNC(=O)c1onc(CSc2ccc(Cl)cc2)c1C(=O)O	27%	11%	34%	-36%	-10%	2%	6%	6%	-18%
O=C(Nc1ccc(S(=O)(=O)NCC2CCCO2)cc1)c1ccc(F)cc1 (stereo not given)	7%[57.1 µM]	-2%	?	-8%	5%	3%	3%	8%	3%
CCOC(=O)C1=C(O)/C(=C\c2ccc(OC)c(OC)c2)N=C1C	11%[57.1 µM]	0%	20%	-9%	-9%	6%	-11%	-12%	-19%
Cc1c(C(=O)NNC(=S)NCc2ccc(Cl)cc2)oc2ccccc12	-19%	4%	29%	-33%	-11%	8%	0%	-6%	99%[activator]
O=C(CCNC(=O)c1ccc(Cl)cc1)Nc1ccncc1	20%[57.1 µM]	-4%	39%[activator]	-4%	-1%	-1%	0%	-3%	-20%

Some of the compounds tested; count on the stated rates, not on these rows.
